Bioassay records (PubChem BioAssay)
Nrf2 ARE act – activators of Nrf2 (ARE) signaling | Potency, µM (series often up to 46.1 µM), for the others: at the top dose activation, hits mostly activators | 410,000 tested, 0.31% active | AREc32 ARE-luciferase reporter (MCF7-derived line), luminescence, 24 h; further: potency means the concentration at half of the fitted maximal effect; % of control where 0% means no effect; nearly all actives have a fitted effect of over 65% in size
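Nrf2 activation is followed as ARE-luciferase induction in the AREc32 line after one day of compound treatment; luminescence is read with Steady-Glo.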
CCT chaperon mod – changes cytosolic chaperonin activity. activity change, % (no concentration beside the values), hits read low. 360,000 tested, 0.3% active. purified chaperonin ATPase assay, HTRF ADP detection, 30 min. AID 651819; in the data active means activity change below about -30%; further: on the % scale 0 is the no-effect control and ±100 the full control effect
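ATPase activity: ADP formed was measured by HTRF Transcreener (665/615 nm ratio) after 30 min at 37 deg C with 10 uM ATP. Compounds screened at one 76 uM concentration against 40 or 20 nM TRiC in Tris pH 7.4/KCl/MgCl2/DTT buffer.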
A549 tox – A549 cytotoxicity, counter-screen for Nrf2 inhibitors; 390,000 tested, 0.16% active; A549 ARE-Fluc cells, CellTiter-Fluor viability, 18-24 h; AID 504648; Potency, µM (series often up to 46 µM), without a hit: at the highest dose activity change, negative = cytotoxicity, most hits filed as inhibitors; further: potency means the concentration at half of the fitted maximal effect; on the % scale 0 is the no-effect control and ±100 the full control effect
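A549 ARE_Fluc cells in 5% FBS OPTI-MEM were exposed to compounds in concentration-response for 18-24 h at 37 deg C. Viability was read by CellTiter-Fluor fluorescence (Ex 405/Em 525) after 30 min, before the luciferase read.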
Mm-Cpn inhibitor – inhibitors of Methanococcus maripaludis chaperonin (MmCpn); purified Mm-Cpn ATPase, ADP Transcreener TR-FRET; 330,000 tested, 0.031% active; Potency, µM (titrated, usually from 76.9 µM), inactives show top-dose activity, negative = inhibition, hits mostly inhibitors; AID 504842; further: potency means the concentration at half of the fitted maximal effect; on the % scale 0 is the no-effect control and ±100 the full control effect; nearly all actives have a fitted effect of over 80% in size
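TR-FRET (320 nm excitation; 590 and 665 nm emission) reports ADP made from 10 uM ATP by 25 nM enzyme; compounds were preincubated 10 min, reaction run 30 min, both at 37°C.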
Nrf2 inh – Nrf2 pathway inhibition. A549 ARE-Fluc reporter, luciferase luminescence, 18-24 h. Potency, µM (series often up to 46 µM), for inactives: at the highest dose activity change, negative = inhibition, usual class: inhibitors. 360,000 tested, 2.1% active; further: potency means the concentration at half of the fitted maximal effect; on the % scale 0 is the no-effect control and ±100 the full control effect; nearly all actives have a fitted effect of over 60% in size
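Cells were seeded and rested 2 h, then exposed to compounds for 18-24 h. CellTiter-Fluor was read first as a viability measure. BugLite was added 15 min before the final luminescent read of ARE-luciferase activity in A549 cells.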
HepG2 tox – HepG2 cytotoxicity, counter-screen for TGF-b inhibitors. HepG2 CAGA-GFP viability, ATP luminescence, 18 h. Potency, µM (highest dose often 46.1 µM), without a hit: at the highest dose activity change, negative = cytotoxicity, usual class: cytotoxic. 410,000 tested, 0.76% active; further: potency means the concentration at half of the fitted maximal effect; some results filed as inactive show a strong effect at the top dose
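HepG2 CAGA-GFP cells (1000/well, DMEM with 1% FBS) received compound, then TGF-beta at 500 pg/mL final, and were incubated 18 hours at 37 degrees C. Viability was read by CellTiter-Glo luminescence. Media-only wells were set as complete cell-killing and DMSO as no toxicity.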
pAkt inh – blocks phosphorylation of Akt | Neuro2A IGF-stimulated pAkt S473 HTRF, 20 min; stronger effect = lower value | activity change, % for hits at 50 µM | 360,000 tested, 0.32% active | AID 651550; in the data active means activity change below about -80%; inconclusive means mostly about -51% to -80%; further: on the % scale 0 is the no-effect control and ±100 the full control effect
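Neuro2A cells in DMEM with 0.5% FBS, overnight at 37 deg C, given compound at single 50 µM final, then IGF (6 nM final) for 20 min at 37 deg C. Lysed; phospho-Akt Ser473 by HTRF after 24 h, 665/615 ratio.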
TGFb SMAD3 inh – blocks TGF-b signaling | HepG2 CAGA-GFP TGF-b/SMAD3 reporter, GFP fluorescence, 18 h; TGF-beta stimulated, 500 pg/mL final | Potency, µM (top dose mostly 46.1 µM), without a hit: at the highest dose activity, negative = inhibition, hits mostly inhibitors | 410,000 tested, 1.2% active | AID 588855; further: potency means the concentration at half of the fitted maximal effect; on the % scale 0 is the no-effect control and ±100 the full control effect; nearly all actives have a fitted effect of over 65% in size
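HEPG2 CAGA-GFP, 1000 cells/well; 2 h settle, 37 C; cpd via pin tool; TGF-b 500 pg/mL final; 18 h, 37 C; GFP imaging ex488/em500-530; %Activity normalised to -TGF-b and +DMSO controls; CRC fit, curve class.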
S2 tox – reduces viability in counter-screen for ATXN expression inhibitors | AID 651635 | Potency, µM (highest dose often 56.7 µM), usual class: cytotoxic | S2 cells (HEK-293 line with an ATXN2-luciferase reporter) viability, CellTiter-Fluor protease fluorescence, 24 h | 400,000 tested, 0.49% active; further: potency means the concentration at half of the fitted maximal effect; nearly all actives have a fitted effect of over 40% in size
Active calls of the source: *; i = inactive; ? = inconclusive; / = no result given; & = joins results of further samples; [ ] = dose if it differs, or a comment. Unless noted, the call rests on the fitted dose curve; in most records, active means well fitted curve in the direction sought with a large enough effect; inconclusive means small, poorly fitted or top-dose-only effect, or another doubt; inactive means no such curve, though single readings can be large; an effect the other way counts as inactive or inconclusive.

Results follow in this order: HepG2 tox	Nrf2 inh	pAkt inh	TGFb SMAD3 inh	Mm-Cpn inhibitor	S2 tox	Nrf2 ARE act	CCT chaperon mod	A549 tox
> O=C(Nc1nc(-c2cccnc2)cs1)c1ccccc1Cl
→ 1%	?	i	-7%	1%	i	3.9%	-0.9	-6%
> O=C(c1cc2cc(Cl)ccc2[nH]1)N1CCCCC1
→ 1%	6%	i	-16%	1%	i	7.3%	-2.9	12%
> C[C@H](NC(=O)OC(C)(C)C)c1nnc(SCC(=O)c2ccc(Cl)cc2)o1
→ -25%	-12%	i	-11%	-5%	i	0.5%	0.6	-3%
> Cn1c(Cn2c(=O)sc3ccccc32)nnc1SCc1cccnc1
→ 9%	2%	i	29%	2%	i	-0.3%	0.1	-2%
> CC(=NO)c1ccc2c(c1)Cc1cc([N+](=O)[O-])ccc1-2
→ -13%	36%	i	?	/	i	19%	-0.8	-15%
> Brc1cccc(-c2nnc(SCc3ccon3)n2-c2ccccc2)c1
→ -14%	-28%	i	-2%	2%	i	2.7%	-1.5	-8%
> O=CNc1cc(-c2cccc(F)c2)cn2c(-c3ccc(F)c(Cl)c3)cnc12
→ -18%	/	i	-21%	/	i	9.5%	-2.5	/
> COc1ccc(OC)c(CN(CCN2CCOCC2)C(=O)Nc2cccc(Cl)c2)c1
→ -26%	8%	i	?	2%	i	0.5%	-0.7	1%
> C/C=C/c1ccc(OCCN2C(=O)NC(C)(C)C2=O)c(OC)c1
→ -5%	-14%	i	-21%	/	i	0.3%	3.4	2%
> CC(C)CNc1nc(Oc2ccc(=O)[nH]n2)nc(N(C)C)n1
→ -4%	?	i	15%	0%	i	0.0%	0.9	-15%

Overlap with the part before: two entries, then new ones.
Results follow in this order: HepG2 tox	Nrf2 inh	pAkt inh	TGFb SMAD3 inh	Mm-Cpn inhibitor	S2 tox	Nrf2 ARE act	CCT chaperon mod	A549 tox
> C/C=C/c1ccc(OCCN2C(=O)NC(C)(C)C2=O)c(OC)c1
→ -5%	-14%	i	-21%	/	i	0.3%	3.4	2%
> CC(C)CNc1nc(Oc2ccc(=O)[nH]n2)nc(N(C)C)n1
→ -4%	?	i	15%	0%	i	0.0%	0.9	-15%
> CCN(CC)S(=O)(=O)c1cc(NS(=O)(=O)c2cccc(Cl)c2Cl)ccc1C
→ -26%	?	i	-6%	1%	i	2.2%	-1.7	-8%
> Cc1ccc(C2C3=C(CC(C)(C)CC3=O)NC3=C2C(=O)c2ccccc23)cc1 (centres undefined)
→ 3%	?	i	-5%	-5%	?	4.2%	1.4	-15%
> CCN(Cc1ccc(OC)c(F)c1)C(C)C(=O)Nc1ccc(S(=O)(=O)N2CCCC2)cc1 (centres undefined)
→ -4%	?	i	-3%	0%	i	2.2%	-2.3	1%
> COc1cccc(C(=O)NCCS(=O)(=O)NCCc2ccccc2)c1
→ -18%	21%	i	-1%	-2%	i	3.0%	-3.8	2%
> O=C(COC(=O)CCCN1C(=O)c2ccccc2C1=O)Nc1cc(Cl)cc(Cl)c1
→ -2%	5%	i	4%	-6%	?	0.3%	-6.9	-9%
> COc1ccc(OC)c(NC(=O)CCn2cccc2)c1
→ 15%	6%	i	9%	0%	?	0.4%	0.6	-4%
> O=C(Cn1cnnn1)OCC(=O)c1ccc(Cl)s1
→ -11%	-3%	/	-11%	-9%	/	4.6%	0.1	-6%
> O=C(NCc1ccccc1)N(Cc1cc2cc3c(cc2[nH]c1=O)OCCO3)CC1CCCO1 (centres undefined)
→ -35%	?	i	?	1%	i	0.5%	-3.5	-15%
> CC(=O)N1CCN(S(=O)(=O)c2cccc(C(=O)N(C)Cc3ccc(C)o3)c2)CC1
→ -8%	-8%	i	1%	0%	i	0.3%	-4.9	3%
> CCOc1ccc(/C(CC)=N/NC(=O)C2(C)CC2(Br)Br)cc1 (centres undefined)
→ -42%	?	i	-30%	3%	i	4.8%	0.3	2%
> O=C(CSc1nnnn1C1CCCCC1)NCc1ccccc1
→ -2%	19%	i	10%	2%	i	-0.2%	-1.8	-2%
> CC(C)c1nnc(NC(=O)CCC(=O)NCCc2ccccc2)s1
→ 4%	-3%	i	-4%	0%	i	0.2%	0.3	0%
> O=C(NCCCO)c1ccc(CSc2nc3ccccc3[nH]2)cc1
→ -6%	?	i	-1%	-4%	i	4.2%	-2.7	-10%
> CCc1noc(C)c1C(=O)Nc1sc(C(=O)N(C)C)c(C)c1C(=O)OC
→ -2%	2%	i	2%	-5%	i	0.7%	-2.1	11%
> S=c1[nH]nc(Cc2cccs2)n1-c1ccccc1Cl
→ -9%	16µM*	i	-4%	0%	i	-1.2%	-8.3	6%
> OCC1N=C(c2ccccn2)OC1c1ccccc1 (centres undefined)
→ -10%	7%	i	1%	-1%	i	0.0%	0.5	-5%
> CCOC(=O)CNc1nc2ccccc2n2c(C)nnc12
→ 0%&4%	-8%&-19%	i	1%&43%	-10%	i	4.7%&0.4%	-1.8	0%&0%
> Cc1c(NC(=O)C(C)OC(=O)/C=C/c2ccccc2)c(=O)n(-c2ccccc2)n1C (centres undefined)
→ -18%	14%	i	2%	0%	i	11%	-0.9	-3%
> CCOc1ccc(NC(=O)Nc2ccc3c(c2)N(C)C(=O)CS3)cc1
→ -6%	-25%	i	-16%	2%	?	0.2%	-0.7	1%
> Cc1ccccc1C(=O)Nc1ccnn1C1CCN(CC2CC=CCC2)CC1 (centres undefined)
→ -19%	4%	i	0%	0%	i	-0.4%	-0.3	7%
> COc1ccc(NC(=O)c2cccc(N3C(=O)c4cccc([N+](=O)[O-])c4C3=O)c2)cc1
→ 0%	?	i	-4%	2%	i	-1.0%	-3.2	0%
> Cc1ccc(NC(=O)CN(C)CC(=O)Nc2ccc(F)c(Cl)c2)cc1
→ -1%	8%	i	?	0%	i	1.9%	-1.1	-3%
> CCCCN1C(=O)C(O)(CC(=O)c2c(C)n[nH]c2C)c2cc(Br)ccc21 (centres undefined)
→ 6%	-20%	i	-21%	0%	i	0.3%	0.3	2%
> Cc1ccc(NC(=O)N2CCC(C(=O)c3ccc(F)cc3)CC2)cc1
→ 2%	?	i	-14%	-14%	?	-0.5%	0.4	2%
> CCOc1ccc2cc(C#N)c(SCC(=O)OCc3ccccc3)nc2c1
→ -22%	?	/	-1%	/	/	/	/	7%
> CC(C)CCN(C(=O)CCSc1ccc(F)cc1)c1c(N)n(Cc2ccccc2)c(=O)[nH]c1=O
→ -13%	-14%	i	-3%	-9%	i	0.0%	0.0	0%
> CCCN(CCC)CCNC(=O)C1CCN(S(=O)(=O)c2cccc3nsnc23)CC1
→ -65%	0%	i	-3%	1%	i	0.2%	-0.1	0%
> COc1ccc(NC(=O)c2ccco2)cc1NC(=O)COc1ccc(C)c(C)c1
→ -27%	-19%	/	-47%	/	?	0.5%	/	1%
> CCc1ccc(NC(=O)CSc2nc3c([nH]c4ccccc43)c(=O)n2-c2cccc(OC)c2)cc1
→ -6%	/	/	-9%	/	i	0.6%	/	-12%
> CC(/C=C/c1ccccc1)=N/NC(=O)CCC(=O)Nc1ccccc1C
→ -32%	-10%	i	?	0%	i	0.6%	-4.4	10%
> CCN(CC)C(=O)C1CCCN(Cc2cccc(Cl)c2)C1 (centres undefined)
→ -43%	/	i	2%	/	i	0.3%	-0.6	/
> O=C(c1cccc(Cl)c1)N1CCN(c2ccc3c(c2)C2CC3CCN2C(=O)OCc2ccccc2)CC1 (centres undefined)
→ 0%	/	i	11µM*	/	?	4.2%	0.4	/
> O=C(Cc1ccc(Br)cc1)NCc1ccccc1
→ 19%	7%	i	?	-1%	i	0.4%	0.6	-16%
> COc1ccc2c(c1)C(=O)C(=O)N2CCS(=O)(=O)c1ccccc1
→ -9%	?	i	?	-2%	i	4.0%	-3.7	9%
> Cc1nnc(NC(=O)C2CCN(c3nnnn3-c3ccccc3)CC2)s1
→ -26%	15%	i	0%	0%	i	0.2%	-0.1	-3%
> COc1cccc(CN2CCN(Cc3ccco3)CC2)c1
→ 3%	2%	i	-6%	0%	i	-0.7%	-0.6	2%
> Cc1c(Cl)cccc1NC(=O)Cn1c(=O)n(Cc2ccco2)c(=O)c2sc3ccccc3c21
→ 2%	14%	/	-12%	/	i	0.0%	/	7%
> Cc1ccccc1Cn1c(=O)n(CCc2ccccc2)c(=O)c2ccccc21
→ -7%	2%	/	5%	/	i	-0.7%	/	13%
> O=C(Nc1cccc(C(F)(F)F)c1)c1cccnc1NCCc1ccccc1
→ -102%	5%	i	?	-1%	?	0.5%	-2.1	-2%
> Cc1c(S(=O)(=O)Nc2ccc(Br)cc2)c(=O)n(C)c(=O)n1C
→ 6%	4%	i	4%	0%	i	-0.1%	0.2	1%
> CCCCNC(=O)N1CCCN(c2ccc(C#N)cn2)CC1
→ -9%	-7%	i	-12%	-27%	i	-0.3%	-0.1	2%
> Cc1cc(C(=O)O)n(C(C)(C)C)n1
→ 19%	3%	i	-6%	1%	i	0.2%	-3.3	3%
> CC1CCC2(CC1)NC(=O)N(CC(=O)NCc1ccc3c(c1)OCO3)C2=O (centres undefined)
→ 46%	3%	i	28%	1%	i	0.2%	-2.7	1%
> CCOC(=O)c1ccc(NC(=O)CSc2nnc(C3CC3)n2CC)cc1
→ 2%	11%	i	-26%	0%	i	-0.4%	2.0	1%
> COc1ccc(CNC(=O)c2cnccn2)cc1
→ 6%	6%	i	3%	2%	i	0.2%	2.5	12%[1.84 µM]
